# PTAP TSG101 blk = blocks PTAP/TSG101 interaction to inhibit HIV-1 budding; Q99816; Fluorescence polarization, FITC-PTAP peptide / Tsg101 binding; Potency, µM (top dose mostly 115 µM), for the others: at the top dose activity change, negative = inhibition, actives largely listed as inhibitors; 340,000 tested, under 10 active; AID 493005; active = well fitted inhibition curve with a large enough effect in the main read-out, with a control signal flat, not every such curve was filed as active; inconclusive = small, poorly fitted or top-dose-only effect, or effect the other way, or a change in a side signal; inactive = no such curve, though single readings can be large or run the other way; also: potency is read from the fitted curve at half-maximal effect; % of control where 0% means no effect
#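 Fluorescence anisotropy tracks displacement of a FITC-tagged PTAP peptide (50 nM) from the Tsg101 binding domain (10 uM), following a 20 min room-temperature incubation at pH 7.5.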
# ELG1 genotoxic = induces genotoxicity in HEK293T cells with luciferase-tagged ELG1; HEK293T ELG1-luciferase reporter, luminescence, 16 h; Potency, µM (highest dose often 46 µM), inactives show top-dose activity change, positive = activation, actives largely listed as activators; 1.3% of 330,000 active; AID 504466; also: potency is read from the fitted curve at half-maximal effect; % of control where 0% means no effect; nearly all actives have a fitted effect of over 60% in size
#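 Genotoxic stress is detected as increased luminescence from luciferase-tagged ELG1 in HEK293T cells, measured with ONE-Glo after a 16 hr treatment at 37 °C.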
# TRPV1 agonist = human TRPV1 agonism | TRPV1-expressing cells, Fluo-8 calcium influx, agonist mode | activation, % at 8.33 µM | 0.19% of 320,000 active | AID 540275; in the data active = activation above about 80%; inconclusive = between about 30% and that limit; also: 0% is about no effect
# Target sequence (Q8NER1 whole entry, looked up): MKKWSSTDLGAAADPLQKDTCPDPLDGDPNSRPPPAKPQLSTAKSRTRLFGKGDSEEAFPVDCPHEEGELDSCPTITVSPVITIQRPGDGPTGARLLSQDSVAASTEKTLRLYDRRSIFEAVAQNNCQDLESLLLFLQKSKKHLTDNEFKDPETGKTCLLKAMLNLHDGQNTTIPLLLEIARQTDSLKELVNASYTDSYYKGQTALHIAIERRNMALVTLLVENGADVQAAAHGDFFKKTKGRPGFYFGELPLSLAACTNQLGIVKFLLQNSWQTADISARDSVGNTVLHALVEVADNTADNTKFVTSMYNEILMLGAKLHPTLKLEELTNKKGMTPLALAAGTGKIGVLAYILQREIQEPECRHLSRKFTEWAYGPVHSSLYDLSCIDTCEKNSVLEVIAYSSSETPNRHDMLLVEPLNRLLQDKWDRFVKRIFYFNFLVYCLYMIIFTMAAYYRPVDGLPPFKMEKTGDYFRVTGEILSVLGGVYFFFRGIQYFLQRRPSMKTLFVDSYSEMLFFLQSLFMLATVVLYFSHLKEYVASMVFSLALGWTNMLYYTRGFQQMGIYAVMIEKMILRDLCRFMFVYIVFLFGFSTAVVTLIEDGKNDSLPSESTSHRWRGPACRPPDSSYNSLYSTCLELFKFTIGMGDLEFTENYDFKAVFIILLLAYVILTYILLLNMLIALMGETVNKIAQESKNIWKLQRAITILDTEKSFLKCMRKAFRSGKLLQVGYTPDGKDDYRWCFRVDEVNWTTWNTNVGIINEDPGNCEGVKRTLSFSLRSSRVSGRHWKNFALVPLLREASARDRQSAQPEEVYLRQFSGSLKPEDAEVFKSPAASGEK
#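 TRPV1-expressing cells were cultured overnight at 35.5C and loaded with Fluo-8 calcium dye for 40 to 90 min at room temperature. After a 10 s baseline, compound was added and calcium influx was read kinetically for 3 min (ex 480/em 520 nm).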
# ASM inhibitor = human S-ASM enzyme inhibition | placental ASM, HMU-PC fluorogenic substrate, 60 min | 0.006% of 340,000 active | Potency, µM (series often up to 57.5 µM), for inactives: at the highest dose activity change, negative = inhibition, actives largely listed as inhibitors | AID 504937; also: potency is read from the fitted curve at half-maximal effect
#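 qHTS format. ASM enzyme prepared from human placenta hydrolyses the fluorogenic substrate HMU-PC0 (9 uM final) over 60 min at 37 °C after a 10 min compound preincubation.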
# a7 integrin act = integrin-mediated muscular dystrophy alleviation activation; Potency, µM (highest dose often 38.3 µM), inactives show at the top dose activation, actives largely listed as activators; alpha7betagal myoblasts, beta-gal FDG fluorescence, 48 h; 0.064% of 350,000 active;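 also: potency is read from the fitted curve at half-maximal effect; 100% = response of the positive control SU9516; nearly all actives have a fitted effect of over 60% in size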
#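 alpha7betagal+/- myoblasts (passage 13, 250/well) treated 48 h at 37C with compounds at 1:260 dilution of DMSO stock. Lysed, then beta-galactosidase activity read as FDG fluorescence (ex 480/em 540) after 30 min, with pre-read for autofluorescence.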
# B2AR arrestin = recruits beta-arrestin to the human beta2-adrenergic receptor; P07550; beta-arrestin recruitment to beta2AR, cell-based reporter; Potency, µM (doses to about 46.1 µM), without a hit: at the top dose activation, hits mostly activators; 0.02% of 330,000 active; AID 492947;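 also: potency is read from the fitted curve at half-maximal effect; 0% = DMSO controls and full agonism = EC100 isoproterenol or metaproterenol; nearly all actives have a fitted effect of over 65% in size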
# Eya2 inh = inhibitors of human Eya2 phosphatase activity; Potency, µM (series often up to 76.9 µM), inactives show top-dose activity, negative = inhibition, usual class: inhibitors; O00167; recombinant Eya2, OMFP fluorescence dephosphorylation (OMFP is methylfluorescein phosphate); 0.006% of 330,000 active; also: potency is read from the fitted curve at half-maximal effect; % is scaled to controls: 0 for no effect and ±100 for the full control effect
#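 Eya2 protein (added as 0.2 uM solution) was preincubated with compound for 10 min at ambient temperature in 50 mM HEPES pH 7.5, 50 mM NaCl, 5 uM MgCl2, 0.05% BSA, 1 mM DTT. OMFP (added at 50 uM) then reacted 10 min; fluorescence read at 485/525 nm.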
# USP2a block = inhibitors of human ubiquitin-specific protease USP2a | Potency, µM (top dose mostly 38.3 µM), inactives show top-dose activity change, negative = inhibition, usual class: inhibitors | AID 463254 | 0.01% of 330,000 active | USP2 core, Ub-CHOP2 coupled fluorogenic reporter, 485/531;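 also: potency is read from the fitted curve at half-maximal effect; plate controls were DMSO wells for no effect and full inhibition by NEM control for full effect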
#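 Deubiquitinase activity read as fluorescence (485/531 nm) after Ub-CHOP2 cleavage activates the enterokinase reporter on its substrate; USP2 core 10nM, Ub-CHOP2 and substrate 25nM each, 30min compound preincubation then 60min RT; data normalized to NEM, curves fitted.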
# p53 reactivator = re-activators of mutant p53; H1299 p53-A138V BP100-luciferase reporter, luminescence, 24 h; Potency, µM (doses to about 92.2 µM), for the others: at the highest dose activity change, positive = activation, most hits filed as activators; 0.063% of 320,000 active; AID 504706; also: potency is read from the fitted curve at half-maximal effect; % of control where 0% means no effect; nearly all actives have a fitted effect of over 45% in size
#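 H1299 (p53-null), stable ts p53-A138V + BP100-Luc; 1000 cells/well, Opti-MEM/10% FBS; cpd 4 pt, 1:5; 24 h, 37 deg C, 5% CO2; detection reagent 10 min RT; luminescence.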
# BRCA1 expr act = activators of BRCA1 expression. MCF7-BRCA1-FFLuc reporter, luminescence, 48 h; response scale: scaled: vehicle 0%, 10 µM genistein 100%. AID 624202. 1.1% of 380,000 active. Potency, µM (series often up to 46.1 µM), without a hit: top-dose activation, most hits filed as activators; also: potency is read from the fitted curve at half-maximal effect; nearly all actives have a fitted effect of over 80% in size; some results filed as inactive show a strong effect at the top dose
#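 Reporter cells (MCF7, BRCA1 promoter-firefly luciferase) received library compounds across a concentration series for 48 h. End-point luminescence was measured and concentration-effect curves derived after normalization.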
# uPA surface inh = cell surface uPA generation inhibition; cell surface uPA generation assay, qHTS; Potency, µM (titrated, usually from 38.3 µM), for inactives: top-dose activity change, negative = inhibition, hits mostly inhibitors; 0.31% of 330,000 active; AID 540303; active = well fitted inhibition curve with a large enough effect; inconclusive = small, poorly fitted or top-dose-only effect; inactive = no such curve, though single readings can be large or run the other way; tested in mouse RAW 264.7 cells; also: potency is read from the fitted curve at half-maximal effect; % is scaled to controls: 0 for no effect and ±100 for the full control effect; nearly all actives have a fitted effect of over 55% in size
# Numbers without * were called inactive; ? = inconclusive; / = not tested or not shown; [ ] = another dose, or the depositor's remark. Unless noted, calls follow the shape of the dose curve; as a rule, active = well fitted curve in the direction sought with a large enough effect; inconclusive = small, poorly fitted or top-dose-only effect, or another doubt; inactive = no such curve, though single readings can be large; an effect the other way counts as inactive or inconclusive. This is a random part of the collection (roughly 2.6% active in at least one column).
SMILES,PTAP TSG101 blk,ELG1 genotoxic,TRPV1 agonist,ASM inhibitor,a7 integrin act,B2AR arrestin,Eya2 inh,USP2a block,p53 reactivator,BRCA1 expr act,uPA surface inh
O=[N+]([O-])c1cc(S(=O)(=O)N2CCCC2)ccc1NN=C1CCCC1,-4%,2%,3,-11%,-15%,-2.7%,-10%,0%,-4%,-7%,-1%
COc1ccc(C(C)C)cc1S(=O)(=O)N1CCN(C)CC1,-2%,1%,-1,7%,9%,-0.7%,-10%,3%,1%,-2%,-1%
Cc1cccc(-n2ccc(=O)c(C(=O)Nc3ccc(S(=O)(=O)Nc4nccc(C)n4)cc3)n2)c1,3%,10%,-1,14%,-1%,0.4%,-4%,-2%,3%,-2%,-3%
O=C(COC(=O)c1ccc(O)cc1)NCc1ccc2c(c1)OCO2,-2%,1%,0,0%,-14%,0.0%,10%,1%,-3%,-11%,0%
COc1cc(SC#N)ccc1N=Cc1c(C)[nH]n(-c2cccc3ccccc23)c1=O,-2%,-4%,5,-11%,0%,-1.0%,0%,-2%,4%,-11%,-2%
CCOC(=O)Cc1ncccc1C(=O)Nc1ccc(OC)cc1,-3%,-2%,0,-1%,0%,-0.5%,-11%,5%,-3%,-21%,1%
CN(CC(=O)OCC(=O)NC1CCCC1)S(=O)(=O)c1ccc(Cl)cc1,-1%,0%,/,0%,-14%,-0.4%,9%,-1%,2%,-17%,1%
OCc1ccccc1SSc1ccccc1CO,1%,/,/,-1%,-66%[inhibitor],/,/,/,/,-69%,-6%
COc1ccc2c(=O)c3c(=O)n(Cc4ccco4)c(-c4ccccc4)nc3oc2c1,1%,-19%,3,-8%,-24%,2.3%,-4%,-1%,-1%,-32%,/
Cc1cc(NC(=O)CSC2=NS(=O)(=O)c3cc(F)ccc3N2)no1,-4%,0%,-2,5%,-10%,-0.2%,4%,0%,-2%,3%,-1%
COCCN(C(=O)CCCC(=O)Nc1ccccn1)C(C(=O)NC1CCCCC1)c1ccc(C)cc1 (configuration not stated),-4%,2%,2,3%,-1%,-1.0%,-6%,1%,0%,-30%,11%
O=C(CN1C(=O)NC(c2ccccc2)(c2ccccc2)C1=O)NCc1cccs1,-3%,0%,0,0%,8%,0.0%,-6%,-1%,-13%,-2%,11%
CCOC(=O)Nc1c(C(=O)OC)[nH]c2cccc(OC)c12,0%,-4%,-10,0%,10%,-0.1%,-12%,0%,-6%,-12%,2%
O=C(Nc1cc(Cl)c(Cl)cc1Cl)c1cccnc1,-7%,1%,10,0%,-10%,0.1%,-8%,0%,0%,-23%,-12%
OC1(c2cn(Cc3ccccc3)nn2)CCCCC1,2%,-1%,-3,2%,0%,0.8%,2%,-2%,19%,-16%,5%
CCn1c(SCc2ccc(C(=O)Nc3nccs3)cc2)nnc1-c1ccc(NC(C)=O)cc1,-3%,-3%,-3,?,-21%,-0.9%,9%,1%,2%,40%,7%
CC1C/C(=N/NC(=O)c2cccc(F)c2)c2ccc(O)cc2C1 (configuration not stated),-17%,-3%,-2,-3%,-7%,0.4%,-1%,0%,4%,-28%,/
CC(C)C(C(=O)NC(C)(C)C)N1C(=O)c2ccccc2C1=O (configuration not stated),-3%,1%,-4,3%,6%,-0.6%,-2%,0%,1%,9%,0%
COc1ccc(Cc2nnc(NC(=O)Cn3cnc4c3c(=O)n(C)c(=O)n4C)s2)cc1,-5%,1%,3,1%,-40%[inhibitor],-0.8%,-13%,0%,-1%,-5%,3%
Oc1cccc(CCc2ccccn2)c1,-3%,/,/,2%,17%,/,/,/,/,55%,2%
COc1cc(NS(=O)(=O)c2ccc(NC(=S)NC(=O)c3ccco3)cc2)nc(OC)n1,0%,1%,1,1%,0%,-0.1%,-15%,0%,2%,18%,5%
CCCSc1nc2ccccc2n1CC(=O)O,0%,-4%,-5,4%,?,0.2%,-5%,1%,2%,5%,10%
O=C1N(Cc2ccccc2)CC2(Br)COCOC12O (configuration not stated),-8%,/,/,3%,0%,/,/,/,/,-14%,-1%
CC(=O)NCCC(=O)N1CCCC(CNC(=O)c2ccc(-c3ccccc3)cc2)C1 (configuration not stated),5%,9%,-3,2%,3%,0.0%,-5%,0%,-1%,31%,-4%
CC1CCCC(C)N1C(=O)COC(=O)c1ccc(Br)o1 (configuration not stated),-4%,1%,/,4%,13%,0.1%,5%,4%,10%,0%,2%
CC(C)(C)c1ccc(C(=O)COC(=O)CN2C(=O)NC3(CCCC3)C2=O)cc1,-1%,5%,?,-1%,0%,-0.3%,-6%,1%,17%,-1%,16%
CC(C)CC(=O)N=C1SC2CS(=O)(=O)CC2N1CCc1ccccc1 (configuration not stated),0%,-4%,12,1%,20%,0.3%,6%,-3%,-4%,7%,/
COc1ccc(CCn2cc(C#N)c(=O)[nH]c2=O)cc1OC,0%,0%,4,0%,15%,-0.6%,2%,-8%,1%,-4%,1%
N#Cc1c(-c2ccccc2)nc(SCC(=O)N2c3ccccc3Sc3ccccc32)[nH]c1=O,-11%,-1%,14,8%,15%,-0.5%,13%,-10%,0%,9%,-1%
Cc1ccc(OCCC(=O)OCC(=O)NC(=O)NCc2ccccc2)cc1,-3%,-2%,1,/,-11%,-1.1%,13%,-1%,2%,-6%,12%
CCOc1ccccc1NC(=O)CNC(=O)Cc1ccccc1,-6%,-4%,-1,0%,4%,-0.4%,11%,3%,0%,-14%,-1%
Cc1ccc(S(=O)(=O)N(C)C)cc1NC(=O)CN1C(=O)NC(Cc2c[nH]c3ccccc23)C1=O (configuration not stated),-5%,-3%,-3,1%,-1%,-0.3%,0%,2%,-3%,1%,0%
CCc1cc2c(=O)c(-c3cscn3)coc2cc1O,-2%,13µM*,-3,23%,13%,-0.2%,5%,0%,?,65%,-2%
Cc1ccccc1-c1nc(-c2ccc(Br)o2)no1,-4%,?,3,8%,3%,-0.1%,-20%,2%,?,87%,-1%
C[C@H]1CN(S(=O)(=O)c2c(F)cccc2F)CCN1S(=O)(=O)c1ccc2c(c1)OCCO2,0%,0%,/,13%,/,-0.5%,-9%,3%,-1%,-15%,4%

# Given with bars between the fields: entries from further up.
mol | PTAP TSG101 blk | ELG1 genotoxic | TRPV1 agonist | ASM inhibitor | a7 integrin act | B2AR arrestin | Eya2 inh | USP2a block | p53 reactivator | BRCA1 expr act | uPA surface inh
COc1cc(NS(=O)(=O)c2ccc(NC(=S)NC(=O)c3ccco3)cc2)nc(OC)n1 | 0% | 1% | 1 | 1% | 0% | -0.1% | -15% | 0% | 2% | 18% | 5%
CCCSc1nc2ccccc2n1CC(=O)O | 0% | -4% | -5 | 4% | ? | 0.2% | -5% | 1% | 2% | 5% | 10%
O=C1N(Cc2ccccc2)CC2(Br)COCOC12O (configuration not stated) | -8% | / | / | 3% | 0% | / | / | / | / | -14% | -1%
CC(=O)NCCC(=O)N1CCCC(CNC(=O)c2ccc(-c3ccccc3)cc2)C1 (configuration not stated) | 5% | 9% | -3 | 2% | 3% | 0.0% | -5% | 0% | -1% | 31% | -4%
CC1CCCC(C)N1C(=O)COC(=O)c1ccc(Br)o1 (configuration not stated) | -4% | 1% | / | 4% | 13% | 0.1% | 5% | 4% | 10% | 0% | 2%
CC(C)(C)c1ccc(C(=O)COC(=O)CN2C(=O)NC3(CCCC3)C2=O)cc1 | -1% | 5% | ? | -1% | 0% | -0.3% | -6% | 1% | 17% | -1% | 16%
CC(C)CC(=O)N=C1SC2CS(=O)(=O)CC2N1CCc1ccccc1 (configuration not stated) | 0% | -4% | 12 | 1% | 20% | 0.3% | 6% | -3% | -4% | 7% | /
COc1ccc(CCn2cc(C#N)c(=O)[nH]c2=O)cc1OC | 0% | 0% | 4 | 0% | 15% | -0.6% | 2% | -8% | 1% | -4% | 1%
N#Cc1c(-c2ccccc2)nc(SCC(=O)N2c3ccccc3Sc3ccccc32)[nH]c1=O | -11% | -1% | 14 | 8% | 15% | -0.5% | 13% | -10% | 0% | 9% | -1%
Cc1ccc(OCCC(=O)OCC(=O)NC(=O)NCc2ccccc2)cc1 | -3% | -2% | 1 | / | -11% | -1.1% | 13% | -1% | 2% | -6% | 12%

# Bioassay records as filed in PubChem.
